HP1b chromo inh – blocks HP1-beta chromodomain binding to methylated histone tails | P83916 | AlphaScreen HP1-beta / biotin-H3K9me3 peptide binding | Potency, µM (series often up to 114 µM), without a hit: at the top dose activity change, negative = inhibition, hits mostly inhibitors | 390,000 compounds, 0.56% hits | AID 540317; note: potency is the fitted concentration of half-maximal effect; nearly all actives have a fitted effect of over 70% in size; inactives centre near 23
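AlphaScreen: HP1-beta (50 nM) preformed 30 min with biotin-H3(1-18)K9me3 peptide (50 nM) in PBS pH 7.4, 0.01% Tween-20. Compound added for 30 min at RT, then streptavidin donor/nickel chelate acceptor beads (10 ug/mL) for 30 min.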
BAZ2B block – inhibitors of human BAZ2B bromodomain; Q9UIF8; AlphaScreen BAZ2B-H3K14Ac peptide displacement; Potency, µM (highest dose often 114 µM), for inactives: at the top dose activity change, negative = inhibition, actives largely listed as inhibitors; 360,000 compounds, 4.4% hits; note: potency is the fitted concentration of half-maximal effect; % is set by controls: 0 for no effect and ±100 for the full control effect; nearly all actives have a fitted effect of over 60% in size
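BAZ2B 50 nM plus b-H3(5-23)K14Ac 50 nM, PBS pH 7.4/0.01% Tween-20, 30 min RT; compound added (max 110 uM), 30 min RT; streptavidin donor/Ni-chelate acceptor beads 10 ug/mL final, 20 min dark; AlphaScreen read.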
G9a block – G9a (human) methyltransferase inhibition; Q96KQ7; G9a H3K9 monomethylation, AlphaScreen, 2 h; 350,000 compounds, 8.8% hits; Potency, µM (series often up to 102 µM), inactives show at the highest dose activity, negative = inhibition, hits mostly inhibitors; note: potency is the fitted concentration of half-maximal effect; % is set by controls: 0 for no effect and ±100 for the full control effect; nearly all actives have a fitted effect of over 75% in size
Target sequence (Q96KQ7 913-1193 limits assumed): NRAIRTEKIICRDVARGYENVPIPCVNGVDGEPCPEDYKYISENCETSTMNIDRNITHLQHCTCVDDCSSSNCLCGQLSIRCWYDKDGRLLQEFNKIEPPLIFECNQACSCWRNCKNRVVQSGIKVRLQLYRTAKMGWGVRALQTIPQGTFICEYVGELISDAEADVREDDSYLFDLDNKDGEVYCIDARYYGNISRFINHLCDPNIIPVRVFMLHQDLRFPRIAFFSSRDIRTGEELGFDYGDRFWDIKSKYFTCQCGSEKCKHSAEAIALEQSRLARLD
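Readings reflect AlphaScreen signal from monomethyl-H3K9 antibody detection. HMT at 20 nM; substrate b-H3K9 500 nM; cofactor SAM 20 uM; 2 h RT reaction; compounds tested as titrations in qHTS with 15 min preincubation.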
PI4K2A inh – inhibitors of human PI4K2A; Q9BTU6; purified PI4K2A, ADP-Glo luminescence, 1 h; hits give low values; activity change, negative = inhibition, % at 76.9 µM; 420,000 compounds, 0.13% hits; AID 1346378; in the data active = activity change below about -50%; inconclusive = mostly about -30% to -49%;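 note: -100% = wells without enzyme as full effect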
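ADP-Glo luminescence measured ADP generated by PI4K2A enzyme (4 ug/mL before mixing) with 1.2 mM PI substrate (pre-mix) and 300 microM ATP (pre-mix). Tris pH7.5 buffer with MgCl2, Triton X-100; 1 h reaction at ambient temperature.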
ERG Ets-DNA blk – inhibitors of human ERG Ets domain-DNA interaction; Potency, µM (top dose mostly 76.9 µM), for the others: at the top dose FP activity, negative = inhibition, most hits filed as inhibitors; 370,000 compounds, 0.028% hits; AID 624246; fluorescence polarization, His-ERG Ets domain / labelled DNA; active = well fitted inhibition curve with a large enough effect in the polarisation, with a control signal flat; inconclusive = small, poorly fitted or top-dose-only effect, or effect the other way, or a change in a side signal; inactive = no such curve, though single readings can be large or run the other way; the % refers to the polarisation;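 note: polarization taken with two DNA probes labelled with fluorescein and Texas red; potency is the fitted concentration of half-maximal effect; % of control where 0% means no effect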
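His-tagged ERG Ets domain (1 uM in the protein solution; 300mM KCl, 50mM Tris-HCl, 1mM EDTA, 1mM DTT, pH 7.5) received compound, then a probe mix of 5 nM fluorescein-DNA and 100nM Texas-615-DNA. Fluorescence polarization was read for both dyes.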
GLS inhibitor – inhibitors of human glutaminase (GLS) | GLS enzymatic activity, qHTS titration | Potency, µM (top dose mostly 45.5 µM), without a hit: at the top dose activity change, negative = inhibition, actives largely listed as inhibitors | 410,000 compounds, 0.21% hits; note: potency is the fitted concentration of half-maximal effect; % is set by controls: 0 for no effect and ±100 for the full control effect
Target sequence (O94925 whole entry, looked up): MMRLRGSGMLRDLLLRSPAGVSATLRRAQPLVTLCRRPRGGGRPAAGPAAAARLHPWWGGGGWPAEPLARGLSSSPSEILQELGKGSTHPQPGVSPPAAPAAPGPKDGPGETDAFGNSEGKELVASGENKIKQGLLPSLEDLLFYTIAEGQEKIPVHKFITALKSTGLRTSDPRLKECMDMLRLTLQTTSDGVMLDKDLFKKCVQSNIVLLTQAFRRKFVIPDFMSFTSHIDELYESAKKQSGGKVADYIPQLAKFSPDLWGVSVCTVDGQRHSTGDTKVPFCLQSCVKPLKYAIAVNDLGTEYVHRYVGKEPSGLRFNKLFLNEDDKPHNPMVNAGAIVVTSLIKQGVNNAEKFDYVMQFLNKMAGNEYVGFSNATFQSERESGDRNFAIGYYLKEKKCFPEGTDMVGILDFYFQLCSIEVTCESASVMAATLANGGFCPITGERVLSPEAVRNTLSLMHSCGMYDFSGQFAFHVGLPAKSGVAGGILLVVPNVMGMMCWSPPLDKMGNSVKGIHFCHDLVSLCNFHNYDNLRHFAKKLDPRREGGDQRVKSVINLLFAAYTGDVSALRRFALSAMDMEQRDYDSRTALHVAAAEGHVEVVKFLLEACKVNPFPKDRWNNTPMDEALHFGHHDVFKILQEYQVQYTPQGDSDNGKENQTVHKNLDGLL
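Read-out is an Amplex red fluorescence increase coupled through glutamate oxidase and HRP, measured before and after 30 min room-temperature incubation. hKGA is in 45 mM KH2PO4 (pH 8.2) with 0.02% Tween-20; glutamine added as 1mM solution.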
Pin1 inhibitor – human Pin1 inhibition. Q13526. Pin1 FP peptide displacement, HiFluor488, 10 min. Potency, µM (series often up to 115 µM), for inactives: at the highest dose activity, negative = inhibition, actives largely listed as inhibitors. 390,000 compounds, 0.009% hits. AID 504891; active = well fitted inhibition curve with a large enough effect in the polarisation, with a control signal flat, not every such curve was filed as active; inconclusive = small, poorly fitted or top-dose-only effect, or effect the other way, or a change in a side signal; inactive = no such curve, though single readings can be large or run the other way; the % refers to the polarisation; note: potency is the fitted concentration of half-maximal effect; % is set by controls: 0 for no effect and ±100 for the full control effect
PGK inhibitor – inhibitors of T. brucei phosphoglycerate kinase. Potency, µM (top dose mostly 57.5 µM), without a hit: top-dose activity change, negative = inhibition, actives largely listed as inhibitors. AID 602233. PGK/GAPDH coupled, Kinase-Glo luminescence, 60 min. P07378. 380,000 compounds, 0.043% hits; note: potency is the fitted concentration of half-maximal effect; % is set by controls: 0 for no effect and ±100 for the full control effect; nearly all actives have a fitted effect of over 60% in size
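Recombinant glycosomal PGK reaction used 1,3-bisphosphoglycerate generated in-well by GAPDH (100nM final) in 100mM TEA pH 7.6, 5mM MgCl2, 0.01% Tween-20. After 60 minutes at room temperature, ATP was read by Kinase-Glo Plus luminescence end-point.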
JMJD2A Tudor inh – JMJD2A Tudor domain (human) inhibition | O75164 | AlphaScreen JMJD2A-Tudor / H3K4me3 peptide binding | Potency, µM (titrated, usually from 114 µM), for the others: top-dose activity change, negative = inhibition, most hits filed as inhibitors | 390,000 compounds, 4.4% hits; note: potency is the fitted concentration of half-maximal effect; % is set by controls: 0 for no effect and ±100 for the full control effect; nearly all actives have a fitted effect of over 50% in size
An asterisk follows results filed as active; i = inactive; ? = inconclusive; . = no result given; [ ] = dose if it differs, or a comment. Unless noted, calls come from the whole dose curve; as a rule, active = well fitted curve in the direction sought with a large enough effect; inconclusive = small, poorly fitted or top-dose-only effect, or another doubt; inactive = no such curve, though single readings can be large; an effect the other way counts as inactive or inconclusive.

SMILES | HP1b chromo inh | BAZ2B block | G9a block | PI4K2A inh | ERG Ets-DNA blk | GLS inhibitor | Pin1 inhibitor | PGK inhibitor | JMJD2A Tudor inh
O=C(N/N=C/c1ccncc1)C1C2CCCCCCC21 (stereo not drawn) | 23% | -2% | 17% | 1 | -5% | -2% | -3% | i | -1%
COCC(=O)Nc1ccc([N+](=O)[O-])cc1C | 36% | 2% | -12%[59 µM] | -3 | -3% | 10% | -3% | 0% | -15%[57.1 µM]
CC(C)Cc1cc(CN2CCCC(CO)(Cc3cccc(Cl)c3)C2)[nH]n1 (stereo not drawn) | 30% | -19% | -32% | -4 | 1% | -1% | 2% | i | -18%
Cc1ccc(S(=O)(=O)N2CCN(C(C)CC(=O)O)CC2)cc1 (stereo not drawn) | ? | 50µM* | 28µM* | 9 | 14% | -7% | -2% | i | 5.6µM*
CCNC(=O)CN(C1CCCCC1)S(=O)(=O)c1ccc(F)cc1 | 29% | 7% | 0% | -3 | -1% | -4% | -3% | -8% | -13%
CCN(CC)S(=O)(=O)c1cccc(NC(=O)COC(=O)CCC(=O)c2ccc(F)cc2)c1 | 19% | 0% | 1%[59 µM] | 3 | -4% | 6% | 2% | -14% | -21%
CN(C)CCOCCP(=O)(c1ccccc1)c1ccccc1 | 10% | 12% | 22% | -2 | -3% | -19% | -4% | 1% | -23%
COc1ccc(Cn2nnc(C(=O)Nc3ccc4c(c3)OCCO4)c2N)cc1Br | 4% | ? | . | -1 | 14% | 8% | 2% | 2% | -27%
Cc1ccc(C(=O)N/C(=C\c2ccc(F)cc2)C(=O)NCc2ccncc2)cc1 | 32% | -2% | 19% | 2 | 9% | 6% | -4% | -4% | 2%
CC(C)(C)OC(=O)N1CCC(c2c(C(=O)NCc3ccco3)cnn2-c2ccc(F)cc2)CC1 | 13% | 2%[57.1 µM] | ? | -3 | -1% | -8% | 3% | -19% | -28%
O=C(NC1CCCC1)C(Cc1ccccc1)n1cccc1 (stereo not drawn) | -10% | -11% | -2%[59 µM] | 2 | 9% | -5% | -5% | i | -27%
C[C@H](NC(=O)c1ccc(Cl)c(S(=O)(=O)N2CCOCC2)c1)c1nc2ccccc2[nH]1 | 43%[activator] | -38% | ? | -6 | -2% | -4% | 12% | -6% | -32%
COc1ccc(-c2nsc(C(=O)N(c3ccc(F)cc3)C(C(=O)NC3CCCC3)c3ccc(OC)cc3)c2N)cc1 (stereo not drawn) | 4% | 8% | 17%[59 µM] | -1 | -1% | 21% | -8% | -2% | -17%
CC(=O)Nc1cc(C(=O)N2CCCC2)ccc1S(=O)(=O)c1ccc(Cl)cc1 | 40%[activator] | 5% | -16% | -4 | -4% | 5% | 0% | -6% | 3%
Cc1cccc(-n2c(CNC(=O)c3cccc([N+](=O)[O-])c3C)n[nH]c2=S)c1 | 17% | . | 11µM* | -3 | -8% | 2% | 1% | -1% | 16µM*
CCOc1ccccc1N(CC(=O)Nc1cccc(OC)c1)S(=O)(=O)c1ccccc1 | 28% | 6% | 17% | 2 | -4% | -15% | 13% | 1% | -16%
O=c1cc(-c2ccc(F)cc2)nc(SCc2nc(-c3ccc(Cl)cc3)no2)[nH]1 | 5%[57 µM] | -5% | -7%[59 µM] | -1 | 5% | -10% | 2% | -5% | -9%
C[C@@]12C(=O)N(c3ccc(C(F)(F)F)cc3)C(=O)N1[C@@H]1c3ccccc3OC[C@@H]1[C@H]2c1ccccc1 | 23% | -6% | 13% | 2 | 10% | 3% | 1% | i | -21%
CN(CCC#N)C(=O)COC(=O)c1nn(-c2ccccc2)c(=O)c2ccccc12 | 39%[activator] | -4% | -3% | 0 | -1% | 5% | -7% | -6% | -17%
CCCc1c(C)nc2c(Br)cccc2c1Cl | 91%[activator] | 65%[activator] | 136%[activator][59 µM] | -1 | 7% | -1% | 4% | . | 109%[activator]
CCOC(=O)c1cnc2c(C)c(Cl)ccc2c1NCCc1ccc(OC)c(OC)c1 | 115%[activator] | 57%[activator] | 72%[activator][59 µM] | -1 | -10% | 11% | -1% | -9% | 45%[activator]
O=C(Nc1cccc(F)c1)N1CCC(n2c(=O)[nH]c3ccccc32)CC1 | -3% | -2% | 5% | 4 | -20% | -2% | -2% | -9% | -1%
O=c1c2ccccc2nc2n1CCN2 | 27% | -4% | 0%[59 µM] | 2 | . | 15% | 0% | . | -12%
COc1cc(/C=C2/SC(=S)N(CC(=O)O)C2=O)ccc1OC(=O)c1cccs1 | ? | ? | 50µM* | -6 | 74%[activator] | 13% | 0% | -9% | ?
Cc1ccc(NC(=O)CCNS(=O)(=O)c2cc(Br)cnc2N)cc1Cl | 21% | -5% | 11% | -1 | -9% | 3% | 3% | 0% | -20%
COc1ccc2c(CC(=O)Nc3cccc(S(=O)(=O)N4CCOCC4)c3)coc2c1 | -10% | -6% | 19%[59 µM] | 1 | . | 2% | 11% | -7% | -21%
COc1cccc2c3c(c(C)nc12)CC(C)O3 (stereo not drawn) | 33% | 5% | 5%[59 µM] | 3 | 0% | 1% | -15% | -3% | 0%
CCOCCOC(=O)C1=C(C)Nc2ccc(C)cc2S1 | -43% | ? | 16µM* | 2 | -13% | 9% | -1% | -8% | 14µM*
CCC(=O)c1ccc(OCC(=O)NCCc2ccccn2)cc1 | 65%[activator] | 4% | 20% | 1 | -4% | -6% | -4% | i | -12%
Cc1ccccc1N1CCN(C2CCCN(C(=O)c3cn4c(C)cccc4n3)C2)CC1 (stereo not drawn) | 4%[57 µM] | -19% | 9%[0.501 µM] | 7 | -6% | 16% | 4% | 1% | -15%
Cc1ccc(OCC(=O)c2c(N)n(C)c(=O)n(C)c2=O)c([N+](=O)[O-])n1 | 20µM* | 25µM* | 60%[activator][12.7 µM] | -15 | -15% | 14µM* | . | ? | ?
CCc1sc(C(=O)Nc2nc(-c3ccccn3)cs2)cc1C | -7% | . | . | -6 | -7% | 10% | 3% | -2% | 79µM*
COc1cc(C(=O)NC(=S)Nc2cccc(-c3cc4ccccc4oc3=O)c2)cc(OC)c1OC | -8% | 12% | 10% | -5 | 1% | 5% | 10% | 3% | -12%
CCOc1ccc(CN(C)C(=O)CNC(=O)c2ccc(Br)o2)cc1OC | 45%[activator] | -2% | ? | -15 | 17% | -4% | -2% | i | 3%
CCN(C(=O)CSc1nc2cc(C(=O)OC)ccc2c(=O)n1Cc1ccco1)c1cccc(C)c1 | 12% | 3% | -15%[12.7 µM] | 5 | 8% | . | 3% | -8% | -18%
CC(C)C[C@H](NC(=O)[C@@H]1Cc2c([nH]c3ccccc23)C2c3ccccc3C(=O)N21)C(=O)N1CCC[C@@H]1C(=O)O (stereo partly drawn) | 26% | -28% | . | -3 | 1% | 13µM* | ? | 9% | -18%
O=C(NCCCO)C(=O)Nc1cc2c3c(c1)CCN3C(=O)CC2 | 29% | -10% | 28% | 1 | -3% | -7% | -3% | -2% | -16%
Cc1ccc(OCC(=O)NCCCNC(=O)c2ccncc2)cc1 | -4% | 10% | 32µM* | 2 | 2% | -1% | 4% | -1% | -18%
CC1CCN(S(=O)(=O)c2ccc3c(c2)CCN3C(=O)Nc2ccc(Br)cc2)CC1 | 55%[activator] | -4% | 0%[59 µM] | 2 | -6% | -4% | 0% | . | -4%
CCOCCCNC(=O)C(c1ccc(Cl)cc1)N1CCC2(CC1)OCCO2 (stereo not drawn) | 29% | -1% | -10% | 0 | -3% | -3% | -8% | 7% | -9%
CN(CC(=O)Nc1ccc(F)c(F)c1F)C(=O)c1ccc2c(c1)S(=O)(=O)N=C1CCCCCN12 | 22% | -5% | ? | -2 | 5% | 1% | -3% | 3% | -12%
O=C1c2c([N+](=O)[O-])cc([N+](=O)[O-])cc2S(=O)N1Cc1ccccc1 (stereo not drawn) | ? | 45µM* | 0.89µM* | -9 | 9% | -3% | -11% | -1% | 89µM*
O=C(CCN1C(=O)c2ccccc2C1=O)OCN1C(=O)c2ccccc2C1=O | 19% | -14% | ? | -3 | -3% | 1% | -4% | 0% | -7%
O=C1NC(c2ccc(Br)cc2)Nc2sc3c(c21)CCC3 (stereo not drawn) | -7% | -26% | ? | -7 | -8% | -5% | -4% | -1% | ?
CN(C)C/C=C/C(=O)Nc1cccc(-c2c[nH]c3ncnc(Oc4ccc(NC(=O)CC(=O)Nc5ccc(F)cc5)cc4F)c23)c1 | -18% | . | . | -4 | 9% | 3% | 15% | i | ?
Cc1ccc(NC(=O)C2C3CCCC2C3c2ccccc2)cc1 (stereo not drawn) | 47%[activator] | -6% | 26%[59 µM] | -4 | 4% | 7% | 1% | -6% | -5%
O=C(O)C1CCC(c2ccc(-c3ccccc3)cc2)CC1 (stereo not drawn) | 31% | ? | . | -11 | 5% | 17% | -10% | 0% | -14%
Cc1ccc(S(=O)(=O)N(CC(=O)N2CCC(C(N)=O)CC2)c2cccc(C(F)(F)F)c2)cc1 | 22% | -3% | -6%[12.7 µM] | 3 | -6% | 6% | -3% | -2% | -22%

Bioassay records (PubChem BioAssay)
